Bioassay records (PubChem)
NCI-60 one-dose screen, 48 h, at 10 µM unless noted. Numbers give growth in % (100 = growth as untreated, 0 = no growth, -100 = all killed).
NCI-H460 – NCI-H460 lung cancer | actives 6.8% (n = 82,000)
NCI-H522 – NCI-H522 lung cancer | actives 8% (n = 78,000)
NCI/ADR-RES – NCI/ADR-RES ovarian cells | actives 4.4% (n = 81,000) | AID 1794790
NCI-H23 – NCI-H23 lung cancer | actives 4% (n = 80,000) | AID 1794731
NCI-H226 – NCI-H226 lung cancer | actives 3.5% (n = 79,000) | AID 1794732
OVCAR-3 – OVCAR-3 ovarian cancer. actives 7% (n = 79,000). AID 1794787
OVCAR-8 – OVCAR-8 ovarian cancer; AID 1794782; actives 4.4% (n = 81,000)
OVCAR-5 – OVCAR-5 ovarian cancer. AID 1794783. actives 2.9% (n = 82,000)
NCI-H322M – NCI-H322M lung cancer. actives 2.7% (n = 80,000)
Starred values were filed as active, the others as inactive; nt = no result given; & = joins results of further samples. Rule for the calls: active = growth percent below 10; inactive = the rest.

nr	compound	NCI-H460	NCI-H522	NCI/ADR-RES	NCI-H23	NCI-H226
1	O=C(CCCC(=O)N/N=C/c1ccccc1Cl)N/N=C\c1ccccc1Cl	99	102	94	97	104
2	CNCCCC12CCC(c3ccccc31)c1ccccc12	97	89	89	92	107
3	COc1cc(/C=C2\SC(=S)N(NC(=O)C(C)c3ccc(CC(C)C)cc3)C2=O)cc(OC)c1OC (centres undefined)	102	89	104	103	87
4	COc1ccc(N=Cc2sc(=S)[nH]c2O)cc1	109	93	102	100	98
5	Cc1ccnc(NC(=O)Cn2cc(COc3ncnc4c3cnn4-c3ccccc3)nn2)c1	94	87	84	91	nt
6	Cc1cc(C)cc(Nc2ccc([N+](=O)[O-])c(NCCN3CCOCC3)n2)c1	8.3*	13	18	30	23
7	CN(C)c1ccc2cc(-c3cc4c(oc3=O)-c3ccccc3OC4O)c(=O)oc2c1 (centres undefined)	57	-57*	0.4*	-3.2*	-15*
8	N#CCC(=O)N1CCOCC1	106	75	109	100	85

nr	OVCAR-3	OVCAR-8	OVCAR-5	NCI-H322M
1	99	99	103	106
2	107	100	90	92
3	107	99	98	91
4	100	104	106	98
5	96	91	100	96
6	2.9*	20	53	44
7	-30*	14	-9.5*	39
8	106	100	95	95

Remaining list, next part.
nr	compound	NCI-H460	NCI-H522	NCI/ADR-RES	NCI-H23	NCI-H226
9	COc1ccc(S(=O)(=O)N2CCCCCC2)cc1NC(=O)c1[nH]c(C)c2c1CCCCC2=O	42	27	29	30	45
10	Nc1ccccc1CCO	106	101	103	102	96
11	O=C(Nc1cccc(-c2cc(=O)c3ccccc3o2)c1)Nc1ccc2c(c1)OCO2	99	96	96	103	104
12	CCCCCCCCOC(=O)c1ccc(O)c(OC)c1	104	73	96	93	88
13	CCOC(=O)N(C1CCCCC1)C1CCCCC1	105&100	112&107	107&108	98&107	98&98
14	O=c1[nH]cc(Br)c(=O)[nH]1	108	96	104	95	98
15	CCNCCNc1cc(-c2cccc(C(F)(F)F)c2)c(C#N)c2nc3ccccc3n12	-70*	-71*	-55*	-58*	-67*
16	O=C1OC(N2CCCCC2)c2nc3ccccc3c(/C=C/c3ccccc3)c21 (centres undefined)	101	88	93	88	89

nr	OVCAR-3	OVCAR-8	OVCAR-5	NCI-H322M
9	30	29	51	36
10	111	102	89	90
11	105	101	84	92
12	101	96	107	87
13	112&105	109&97	102&98	99&98
14	113	95	89	96
15	-87*	-40*	-79*	-63*
16	97	100	105	110

Single records, as listed above:
Cc1ccnc(NC(=O)Cn2cc(COc3ncnc4c3cnn4-c3ccccc3)nn2)c1 reads NCI-H460: 94; NCI-H522: 87; NCI/ADR-RES: 84; NCI-H23: 91; NCI-H226: nt; OVCAR-3: 96; OVCAR-8: 91; OVCAR-5: 100; NCI-H322M: 96
CCOC(=O)N(C1CCCCC1)C1CCCCC1 reads NCI-H460: 105&100; NCI-H522: 112&107; NCI/ADR-RES: 107&108; NCI-H23: 98&107; NCI-H226: 98&98; OVCAR-3: 112&105; OVCAR-8: 109&97; OVCAR-5: 102&98; NCI-H322M: 99&98
CCCCCCCCOC(=O)c1ccc(O)c(OC)c1 reads NCI-H460: 104; NCI-H522: 73; NCI/ADR-RES: 96; NCI-H23: 93; NCI-H226: 88; OVCAR-3: 101; OVCAR-8: 96; OVCAR-5: 107; NCI-H322M: 87

The listing continues.
nr	compound	NCI-H460	NCI-H522	NCI/ADR-RES	NCI-H23	NCI-H226
17	CN(C)c1nc(NCCNS(=O)(=O)c2ccc(C3=Nc4c(N)nc(N)nc4NC(c4ccc(F)cc4)C3)cc2)nc(Nc2ccc(F)cc2)n1 (centres undefined)	22	42	98	64	53
18	COc1cc(-c2nn(C(C)(C)C)cc2-c2ccnc(NCCCNS(=O)(=O)c3cccc(F)c3)n2)ccc1Cl	77	nt	75	78	69
19	CC(C)NC(=O)OC(C)C	107	nt	111	109	99
20	COc1ccc(-c2cc(/C=C/C(=O)c3cc(OC)c(OC)c(OC)c3)[nH]n2)cc1OC	-46*	-70*	12	47	63
21	CCOc1ccccc1/C=C1/SC(N2CCC(C)CC2)=NC1=O	101	92	96	101	97
22	Cc1ccsc1/C=C1/C(=O)N(C)c2ccccc21	99	85	97	88	nt
23	COc1cccc(/C=C/C(=O)c2cc3c(N)c(C(=O)Nc4cccc5ccccc45)sc3nc2C)c1	-0.3*	12	4.2*	28	36
24	CCOCCC(=O)C(C#N)c1cccc(OC)c1OC (centres undefined)	101	94	108	110	98

nr	OVCAR-3	OVCAR-8	OVCAR-5	NCI-H322M
17	41	43	78	63
18	85	89	80	85
19	116	96	111	108
20	-18*	-17*	18	1.6*
21	103	105	101	92
22	101	93	106	97
23	-17*	3.7*	16	41
24	107	109	91	101

The results go on:
nr	compound	NCI-H460	NCI-H522	NCI/ADR-RES	NCI-H23	NCI-H226
25	N#CCc1ccc(Cl)c(Cl)c1	100	97	109	nt	103
26	COc1ccc(C(=O)C[n+]2ccn(CC(=O)Nc3cccc4cccnc34)c2)cc1	99	79	100	76	95
27	Cc1ccc(-c2nc3ccccc3n2CC(=O)N/N=C/c2cccc(OCc3ccccc3)c2)o1	73	72	71	86	75
28	CC1C(=O)c2ccccc2CC1C(=O)O (centres undefined)	122	nt	102	97	nt
29	COc1ccc(/C=N/OCC(O)CN2CCC(O)CC2)cc1OC1CCCC1 (centres undefined)	106	99	104	106	nt
30	NNc1ccc(C(=O)O)cc1	116&107	108&93	109&107	117&103	124&103
31	NS(=O)(=O)c1ccc(N=Nc2c(O)n(Cc3ccccc3)c3ccccc23)cc1	80	54	80	95	79
32	CC1(C)CC(O)(Cc2ccccc2)C(C)(O)c2ccccc21 (centres undefined)	101	98	99	95	99

nr	OVCAR-3	OVCAR-8	OVCAR-5	NCI-H322M
25	117	100	108	nt
26	68	93	98	94
27	90	74	86	79
28	129	97	103	100
29	114	109	101	108
30	111&103	116&98	124&100	112&95
31	91	83	91	98
32	106	95	103	96

(next part)
nr	compound	NCI-H460	NCI-H522	NCI/ADR-RES	NCI-H23	NCI-H226
33	Oc1c(Br)cc(Br)c2ccc(Cn3cc(-c4cc(F)cc(F)c4)nn3)nc12	103	94	100	98	99
34	Cc1ccn2c(NC(C)(C)CC(C)(C)C)c(-c3ccc(-c4ccccc4)cc3)nc2c1	87	71	85	85	87
35	CCOC(=O)c1sc2nc(-c3cc(OC)c(OC)c(OC)c3)nc(N3CCOCC3)c2c1C	17	12	54	28	45
36	COc1ccc(C(=O)/C=C/c2cccnc2)cc1S(N)(=O)=O	20	-68*	69	22	77
37	O=C1CCCCC=C1C[N+](=O)[O-]	102	-12*	101	92	86
38	C=C(C)[C@@H]1CC[C@]2(CO)CC[C@]3(C)[C@H](CC[C@@H]4[C@@]5(C)Cc6c([nH]c7ccccc67)C(C)(C)[C@@H]5CC[C@]43C)[C@@H]12	97	62	97	91	97
39	N#CCC(C(=O)c1cccnc1)c1ccccc1 (centres undefined)	107	84	109	101	92
40	COc1ccc(/C=C(/C(=O)c2ccc(Cl)cc2)C(=O)C(F)(F)F)cc1OC	100	67	89	86	86

nr	OVCAR-3	OVCAR-8	OVCAR-5	NCI-H322M
33	105	95	98	102
34	79	90	89	98
35	16	44	74	48
36	17	18	77	52
37	61	87	104	105
38	91	99	97	88
39	98	115	105	102
40	89	89	98	101

The listing continues.
nr	compound	NCI-H460	NCI-H522	NCI/ADR-RES	NCI-H23	NCI-H226
41	COc1cccc(OC)c1-c1nnn(C)c1C(=S)N1CCN(c2ccc(C#N)cc2Cl)CC1	104	96	100	nt	88
42	O=C(CCl)NC(Cc1ccccc1)C(=O)OCC(=O)c1ccc(-c2ccccc2)cc1 (centres undefined)	105	66	99	99	93
43	CCC(CO)NC(=O)/C=C/c1cccc(Br)c1 (centres undefined)	104	nt	99	104	102
44	CN(C)CCCNC(=O)c1cncnc1Nc1ccc2c(ccn2Cc2ccccn2)c1	103	89	104	104	99
45	CSc1nc2c(c(=O)n1C)CN(Cc1ccccc1)C(C)=N2	104	93	106	96	97
46	CSc1nc2ncc(C(N)=O)c(=O)n2[nH]1	106	100	107	102	101
47	CCOc1ccc(NC(N)=O)cc1	106	nt	111	111	107
48	O=[N+]([O-])/C=C/c1cccs1	103	100	107	102	105

nr	OVCAR-3	OVCAR-8	OVCAR-5	NCI-H322M
41	105	90	87	81
42	101	98	131	102
43	104	101	112	94
44	96	100	100	86
45	105	96	96	119
46	114	103	99	101
47	114	102	109	121
48	111	91	104	99

Part of the list above in order of molar mass, falling:
nr	compound	NCI-H460	NCI-H522	NCI/ADR-RES	NCI-H23	NCI-H226
42	O=C(CCl)NC(Cc1ccccc1)C(=O)OCC(=O)c1ccc(-c2ccccc2)cc1 (centres undefined)	105	66	99	99	93
44	CN(C)CCCNC(=O)c1cncnc1Nc1ccc2c(ccn2Cc2ccccn2)c1	103	89	104	104	99
43	CCC(CO)NC(=O)/C=C/c1cccc(Br)c1 (centres undefined)	104	nt	99	104	102

nr	OVCAR-3	OVCAR-8	OVCAR-5	NCI-H322M
42	101	98	131	102
44	96	100	100	86
43	104	101	112	94

(more compounds)
nr	compound	NCI-H460	NCI-H522	NCI/ADR-RES	NCI-H23	NCI-H226
49	COc1ccc2[nH]c(O)c(N=NC(=O)COc3ccc(NC(=O)Nc4ccc(Cl)cc4)cc3)c2c1	-49*	27	102	-40*	-38*
50	COc1ccc(CCNc2nc(SC)nc(-c3cccc(N)c3)c2C#N)cc1OC	95	81	89	87	81
51	O=[N+]([O-])C(CO)(CO)c1ccccc1	103	100	107	107	100
52	CCN(CC)C(=O)COc1ccc(Cl)cc1C	99	93	105	98	93
53	CCCCCCOc1ccc(/C=N/NC(N)=S)cc1	93	-64*	59	54	66
54	CC(O)C#CC(C)O (centres undefined)	103	102	108	106	98
55	CCN(CC)CCNC(=O)n1cc(-c2ccncc2)c(-c2ccc(Cl)c(OC)c2)n1	104	82	84	98	61
56	CCC(C)NC(=O)c1ccccc1C (centres undefined)	102	94	93	92	94

nr	OVCAR-3	OVCAR-8	OVCAR-5	NCI-H322M
49	-31*	-29*	48	68
50	80	81	100	91
51	104	114	98	112
52	105	99	98	92
53	29	71	85	122
54	119	103	103	100
55	101	31	99	118
56	110	102	80	98

Only NCI-H23, NCI-H522 and OVCAR-3, for 4 of the compounds above:
#	compound	NCI-H23	NCI-H522	OVCAR-3
51	O=[N+]([O-])C(CO)(CO)c1ccccc1	107	100	104
53	CCCCCCOc1ccc(/C=N/NC(N)=S)cc1	54	-64*	29
54	CC(O)C#CC(C)O (centres undefined)	106	102	119
56	CCC(C)NC(=O)c1ccccc1C (centres undefined)	92	94	110

(listing goes on)
nr	compound	NCI-H460	NCI-H522	NCI/ADR-RES	NCI-H23	NCI-H226
57	CC(CC=C(c1ccccc1)c1ccccc1)C1CCC2C3CCC4CC5CCC4(C)C3(O5)C(=O)CC12C (centres undefined)	108	nt	107	109	107
58	NC(=O)n1nc(N)c(N=Nc2ccc(S(=O)(=O)N=C(N)N)cc2)c1N	110	99	101	99	93
59	O=c1cc(Cn2cc(CSc3nc4cc(Cl)ccc4o3)nn2)c2ccccc2o1	111	95	105	99	114
60	CCOC(=O)Cc1cnn(C)c1NC(=O)c1cc(C)ccc1NC(C)=O	108	89	101	104	94
61	CCCCNC(=S)Nc1ccc(OCc2nc3ccc(Cl)cc3[nH]2)cc1	16	-58*	22	29	58
62	CC(C)(C)CC(C)(C)c1ccc(OCCOCCSC(=N)N)cc1	23	-3.8*	45	31	92
63	COC(=O)c1ccc2c(c1)NC(c1cc3ccccc3[nH]c1=O)c1c(n[nH]c1C(C)(C)C)N2 (centres undefined)	115	87	103	103	108
64	Oc1c(I)cc(I)cc1CNCCN(Cc1ccccn1)Cc1ccccn1	-57*	-28*	-18*	-14*	-65*

nr	OVCAR-3	OVCAR-8	OVCAR-5	NCI-H322M
57	98	107	102	98
58	nt	102	107	92
59	121	100	114	93
60	113	102	98	84
61	14	39	28	57
62	25	59	74	68
63	106	102	106	91
64	-60*	-20*	-24*	-30*

(continued)
nr	compound	NCI-H460	NCI-H522	NCI/ADR-RES	NCI-H23	NCI-H226
65	Cc1cc(Cl)c2c(c1C)C(=O)N(c1ccccc1)C2C(=O)Nc1ccccc1 (centres undefined)	102	87	96	96	90
66	CCCC(O)Cn1ncc(C(=O)OCC)c1NC(=O)NCc1cccc(C(F)(F)F)c1 (centres undefined)	103	46	86	80	103
67	Nc1ccc2ccc(O)cc2c1	105	92	101	97	nt
68	O=C(CCc1nnc(C(c2ccccc2)c2ccccc2)o1)c1nc2ccccc2[nH]1	83	74	102	86	91
69	COC(=O)COc1ccc(/C=C2/NC(=O)N(c3ccccc3)C2=O)cc1	106	101	123	121	103

nr	OVCAR-3	OVCAR-8	OVCAR-5	NCI-H322M
65	105	nt	107	107
66	100	102	107	84
67	86	103	120	103
68	108	92	96	80
69	98	101	119	113
